Screening data as filed in PubChem.
NF-kB neuron act = compounds increasing NF-kB expression in human neuronal cells | 190,000 compounds, 1.6% hits | fold change at 12.5 µM | NF-kB reporter expression; active compounds read high | AID 1239; in the data active = fold change above about 3.3
APP 5'UTR act = activates APP 5'UTR luciferase reporter; SH-SY5Y APP 5'UTR luciferase reporter, luminescence; zero percent = DMSO vehicle wells; activation, % at 2 µM; 190,000 compounds, 1% hits;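 active = activation above a set limit, based on mean plus 3 SD of controls, cut at about 140% in these data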; note: values of inactives mirror those of a sister screen read the other way
Efa HMGR inh = E. faecalis class II HMG-CoA reductase inhibition; purified E. faecalis HMGR, NADPH absorbance 340 nm kinetic; inhibition, % at 10 µM; 190,000 compounds, 0.41% hits; AID 1066;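 active = inhibition above a set limit, the median over all tested compounds plus 3 SD, cut at about 9.5% in these data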;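 note: enzyme runs in reverse so mevalonate oxidation gives rising NADPH absorbance; 0% = complete reaction with DMSO and 100% = background rate lacking mevalonate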
Redox H2O2 prof = compounds producing H2O2 with reducing agent – biochemical, NIH compound library profiling, artefact control for MLSCN library redox annotation, primary screen; DTT-dependent redox cycling H2O2, phenol red/HRP absorbance; 100% = 100 µM peroxide control, 0% = buffer; activation, % at 10 µM; 200,000 compounds, 0.03% hits;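 active = activation of at least 50% relative to the plate's high and low controls in the primary single-dose screen; inactive = activation below 50%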;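 note: compound incubated with DTT at 0.8 mM final as the reducing agent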
FLuc inh counter = counter-screen for luciferase assay inhibitors: firefly luciferase inhibition. ATPLite firefly luciferase biochemical luminescence, 10 min. AID 1006. inhibition, % at 10 µM. P08659. 200,000 compounds, 1.5% hits;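 active = inhibition above about 50% when tested at 10 µM, limit read from the data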
Target sequence (P08659 whole entry, looked up): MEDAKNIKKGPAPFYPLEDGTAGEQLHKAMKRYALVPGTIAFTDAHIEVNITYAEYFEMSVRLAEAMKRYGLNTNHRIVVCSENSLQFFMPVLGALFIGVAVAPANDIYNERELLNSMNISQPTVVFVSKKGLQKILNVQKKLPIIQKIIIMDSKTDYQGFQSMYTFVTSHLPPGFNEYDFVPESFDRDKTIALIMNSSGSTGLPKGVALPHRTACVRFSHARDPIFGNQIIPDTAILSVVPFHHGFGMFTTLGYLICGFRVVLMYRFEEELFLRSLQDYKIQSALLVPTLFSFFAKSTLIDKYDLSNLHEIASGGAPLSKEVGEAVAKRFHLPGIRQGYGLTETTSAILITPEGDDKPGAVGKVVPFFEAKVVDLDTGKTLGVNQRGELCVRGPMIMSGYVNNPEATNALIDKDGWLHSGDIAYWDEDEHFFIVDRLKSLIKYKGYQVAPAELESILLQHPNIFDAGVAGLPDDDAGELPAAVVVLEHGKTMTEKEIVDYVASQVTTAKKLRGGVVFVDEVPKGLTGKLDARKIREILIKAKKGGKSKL
STAT1 activator = activators of IFN-gamma induced STAT1 signaling | activation (% of control), % at 5.5 µM | NIH 3T3 STAT1-luciferase reporter, luminescence; 100% = IFN-gamma alone, no compound | 200,000 compounds, 2.6% hits | AID 932;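 active = activation above the screen-wide mean activation plus 3 SD, cut at about 130% in these data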;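 note: raw ratio to IFN-gamma control signal so 100% means no change and 0% no light; values of inactives mirror those of a sister screen read the other way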
Hsp70 act = Hsp70 transcriptional activation, primary screen. AID 1203. activation, % at 10 µM. 200,000 compounds, 0.04% hits. HeLa Hsp70 promoter luciferase reporter, luminescence; scaled: vehicle 0, proteasome-inhibitor control 100%;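 active = activation above the mean across all tested compounds plus 3 SD, cutoff set per campaign, cut at about 5.5% in these data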;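 note: 100% = MG132 at 30 µM as the positive control and 0% = DMSO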
G6PDH CS = inhibits Leuconostoc G6PDH, flagging false hits in G6PDH-based assays | inhibition, % at 5 µM | 200,000 compounds, 0.12% hits | Purified L. mesenteroides G6PDH, diaphorase/resazurin coupled fluorescence, 45 min | AID 1020; in the data active = inhibition above about 50%
FLuc act counter = affects firefly luciferase, flagging false hits in luciferase stimulation screens; P08659; ATPlite luciferase biochemical, luminescence, 10 min; 0 = ATP-free wells, 1 = DMSO control; activation factor at 10 µM; 200,000 tested, under 10 active; AID 1027;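 active = luciferase activation factor, scaled between plate controls, of at least 2 with compound at 10 µM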
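Material: luciferase plus luciferin reagent, cell-free. Medium: PBS buffer for ATP. Also added: ATP substrate, dispensed from a 10.24 µM working solution in PBS. Doses: test compounds dosed from 2 mM stocks in 100% DMSO. Incubation: 10 min post-reagent at room temperature. Technique: light output (luminescence). Read-out basis: luminescence gain marking luciferase activators.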
APP transl inh = APP translation inhibition; inhibition, % at 2 µM; 190,000 compounds, 0.82% hits; SH-SY5Y APP 5'UTR-luciferase reporter, luminescence;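 active = inhibition above a set limit, derived from the sample mean plus 3 SD, cut at about 45% in these data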; note: values of inactives mirror those of a sister screen read the other way
* hit, by the source's call.

SMILES | NF-kB neuron act | APP 5'UTR act | Efa HMGR inh | Redox H2O2 prof | FLuc inh counter | STAT1 activator | Hsp70 act | G6PDH CS | FLuc act counter | APP transl inh
CCOC(=O)c1cn(Cc2cccc(C)c2)nn1 | 1.06 | -1.0 | -3.1 | 0.2 | -3.9 | 97.3 | 0.1 | 3.1 | 1 | 1.0
Cc1[nH]c2ccccc2c1C(=O)C(=O)N1CC=C(c2ccccc2)CC1 | 1.01 | -2.6 | -3.3 | 0.4 | -3.9 | 102.7 | -0.4 | 10.8 | 1 | 2.6
COC(=O)C(C)Oc1ccc2c3c(c(=O)oc2c1)CCCCC3 (configuration not stated) | 1.02 | 6.3 | 2.6 | 1.6 | 0.2 | 98.7 | 0.1 | -6.1 | 1 | -6.3
Clc1ccc(OCCn2cnc3ccccc32)c(Cl)c1 | 2.49 | 30.1 | -4.6 | -0.3 | 0.2 | 108.4 | -0.3 | 4.8 | 1 | -30.1
CN(C)S(=O)(=O)c1cccc(-n2sc3ccccc3c2=O)c1 | 1.39 | 15.8 | -4.5 | -1.9 | 15.7 | 92.1 | -0.1 | 7.8 | 0.8 | -15.8
COc1ccc(N(C(=O)C2CCCCC2)C2C=CS(=O)(=O)C2)c(OC)c1 (configuration not stated) | 0.8 | -1.4 | -1.4 | -2.6 | -8.6 | 105.5 | -0.3 | 2.0 | 1.1 | 1.4
COc1ccc(C(=O)N2CCN(c3cccc(Cl)c3)CC2)c(OC)c1 | 1.85 | 11.3 | 0.5 | 2.4 | -4.7 | 92.5 | -0.1 | 25.5 | 1 | -11.3
CCCOc1ccc(NC(=O)C2CCCNC2=O)cc1 (configuration not stated) | 1.5 | 26.0 | -3.6 | 2.3 | 4.9 | 103.4 | -0.5 | 4.3 | 1 | -26.0
COc1ccc(/C=C2/NC(=O)N(Cc3ccccc3F)C2=O)cc1OC | 1.08 | 18.4 | 5.0 | -0.9 | -0.1 | 108.4 | 0.4 | 0.5 | 1 | -18.4
Cc1ccc(C(=O)OCCN2CCN(c3ncc(C(F)(F)F)cc3Cl)CC2)cc1 | 0.96 | -16.8 | 5.6 | -1.4 | -3.0 | 105.8 | -0.3 | -0.7 | 1 | 16.8
Cn1c(=O)c2c(ncn2CC(=O)Nc2ccccc2Sc2ccccc2)n(C)c1=O | 1.05 | 10.6 | -3.1 | 3.6 | -2.5 | 95.5 | -0.1 | -0.3 | 1 | -10.6
COC(=O)C(Cc1cnc(Cl)s1)(C(=O)OC)c1ccc([N+](=O)[O-])cc1[N+](=O)[O-] | 0.95 | -11.0 | -3.8 | 0.3 | -7.3 | 100.7 | -0.2 | 7.3 | 1.1 | 11.0
CCc1ccc(-c2nnn(CCC#N)n2)cc1 | 1.44 | 25.7 | -6.4 | -2.3 | -1.5 | 114.5 | -0.3 | 4.7 | 1 | -25.7
COc1cc(C)nc(N2CCCC(C(=O)Nc3cc(Cl)ccc3OC)C2)n1 (configuration not stated) | 0.93 | 2.0 | -7.3 | 1.1 | -6.1 | 93.1 | -0.4 | 5.9 | 1.1 | -2.0
CCOC(=O)CSc1nc2cc(C(=O)N3CCC(C(N)=O)CC3)ccc2c(=O)n1C1CCCCC1 | 1.02 | 7.2 | -3.1 | -1.6 | -3.2 | 88.4 | -0.3 | -0.9 | 1 | -7.2
CC(C)(C)NC(=S)Nc1ccc(Br)cc1 | 1.24 | 0.5 | -6.0 | 3.5 | 8.2 | 100.1 | 0.3 | -3.2 | 0.9 | -0.5
CCc1cccc(CC)c1NC(=S)NCc1ccc2[nH]c(C)cc2c1 | 0.45 | 0.7 | -4.5 | 0.6 | -7.8 | 96.7 | 0.1 | 10.9 | 1.1 | -0.7
COc1ccc(NC(=O)CC2CC3CCC2C3)cn1 (configuration not stated) | 1.36 | 30.6 | -6.3 | -0.5 | 3.5 | 112.7 | 2.7 | -1.9 | 1 | -30.6
Cc1cccc(NC(=O)CSc2ccc(-c3ccco3)nn2)c1C | 0.91 | -4.8 | 0.2 | 1.4 | -3.5 | 108.0 | -0.2 | -3.6 | 1 | 4.8
O=C1c2ccccc2C(Nc2ccc3c(c2)OCO3)N1Cc1ccc2c(c1)OCO2 (configuration not stated) | 1.63 | 5.2 | -1.2 | -0.6 | -2.4 | 93.2 | -0.3 | -15.3 | 1 | -5.2

Filtered by structure, the compounds so far with fluorine.
SMILES | NF-kB neuron act | APP 5'UTR act | Efa HMGR inh | Redox H2O2 prof | FLuc inh counter | STAT1 activator | Hsp70 act | G6PDH CS | FLuc act counter | APP transl inh
COc1ccc(/C=C2/NC(=O)N(Cc3ccccc3F)C2=O)cc1OC | 1.08 | 18.4 | 5.0 | -0.9 | -0.1 | 108.4 | 0.4 | 0.5 | 1 | -18.4
Cc1ccc(C(=O)OCCN2CCN(c3ncc(C(F)(F)F)cc3Cl)CC2)cc1 | 0.96 | -16.8 | 5.6 | -1.4 | -3.0 | 105.8 | -0.3 | -0.7 | 1 | 16.8

Additional records follow:
SMILES | NF-kB neuron act | APP 5'UTR act | Efa HMGR inh | Redox H2O2 prof | FLuc inh counter | STAT1 activator | Hsp70 act | G6PDH CS | FLuc act counter | APP transl inh
Cc1cccc(C)c1N=Cc1c(C(F)(F)F)[nH][nH]c1=O | 1.07 | 3.6 | -3.8 | -1.6 | -2.2 | 106.9 | -0.3 | 4.4 | 1 | -3.6
COc1ccc(C2Nc3ccccc3C(=O)N2c2ccccc2)cc1COc1ccccn1 (configuration not stated) | 1.22 | 11.5 | 2.5 | -4.8 | 1.2 | 100.7 | 0.3 | 5.5 | 1 | -11.5
COCCN(C(=S)Nc1cc(C)ccc1C)C(C)c1cccnc1 (configuration not stated) | 1.03 | 1.9 | -2.1 | -0.2 | -1.0 | 96.0 | -0.4 | -4.3 | 1 | -2.0
CCOC(=O)n1c(=O)n(Cc2ccc(Cl)cc2Cl)c2ccccc21 | 0.97 | -7.8 | 0.4 | 1.1 | -2.1 | 90.2 | -0.6 | -28.3 | 1 | 7.8
O=C(Cn1c(=S)[nH]c2ccccc2c1=O)N1CCc2ccccc2C1 | 0.98 | -0.4 | -0.2 | 3.0 | -6.2 | 94.9 | 0.1 | -7.4 | 1.1 | 0.4
CCN(CC)S(=O)(=O)c1ccc(NC2CCCc3ccccc32)nc1 (configuration not stated) | 1.03 | 39.5 | 1.4 | 1.0 | -2.7 | 101.1 | -0.3 | 2.8 | 1 | -39.5
O=C(CSc1nnc(-c2cccc(S(=O)(=O)N3CCCCC3)c2)o1)NCCC1=CCCCC1 | 0.99 | -5.9 | -3.3 | -0.5 | -4.5 | 99.5 | -0.2 | 4.9 | 1 | 5.9
O=C(CSc1nnc(-c2ccc3c(c2)OCO3)o1)Nc1ncc(C(F)(F)F)cc1Cl | 1.07 | -10.5 | -9.7 | 0.4 | -2.0 | 101.2 | 0.0 | 14.2 | 1 | 10.5
COc1ccccc1CCNC(=O)CSc1nnc2ccc(-c3ccncc3)nn12 | 1.06 | 15.6 | -2.9 | -1.6 | 1.3 | 99.9 | 0.5 | 4.6 | 1 | -15.6
COc1ccc(CN=CC2=C(O)CNC2=O)cc1OC | 1.22 | -15.3 | -2.6 | -3.4 | -5.4 | 101.0 | -0.2 | 2.1 | 1.1 | 15.3
CCOC(=O)C(C)n1nc(C)c2sc3ccccc3c2c1=O (configuration not stated) | 0.81 | 12.9 | 5.4 | 0.0 | -0.3 | 97.0 | 0.0 | 8.2 | 1 | -12.9
Cc1csc(NC(=O)c2ccc(S(C)(=O)=O)cc2)n1 | 2.44 | 40.1 | -8.2 | -0.2 | 16.9 | 129.8* | -0.1 | 5.4 | 0.8 | -40.1
Cc1cc2nc3c(nc2cc1C)C1(C(=O)N(C)C)CCC3(C)C1(C)C (configuration not stated) | 1.09 | 5.1 | 1.0 | 0.0 | -9.5 | 97.4 | 0.1 | 4.1 | 1.1 | -5.1
CCS(=O)(=O)c1ccc(O)c(NC(=O)Nc2ccccc2)c1 | 1.21 | 11.3 | -4.9 | -2.3 | -5.8 | 101.8 | -0.1 | 2.0 | 1.1 | -11.3
C/C(=N/NC(=O)c1ccco1)c1ccc(NC(=O)c2ccc(F)cc2)cc1 | 1.04 | 56.0 | -5.8 | 0.1 | 3.1 | 155.3* | 0.0 | -5.5 | 1 | -56.0
COc1ccc(-n2c(C)cc(C(=O)CN3C(=O)NC4(CCCc5sccc54)C3=O)c2C)cc1 (configuration not stated) | 0.8 | 27.0 | 5.2 | 0.3 | -16.8 | 101.0 | -0.6 | 7.2 | 1.2 | -27.0
CCCOC(=O)c1ccc(Nc2nc(C)cc(=O)[nH]2)cc1 | 0.99 | 8.5 | 2.6 | -8.8 | 3.9 | 104.4 | -0.5 | -4.5 | 1 | -8.5
CC(=O)c1c(C)nc(-c2ccc(OCC(=O)Nc3ccc(F)cc3)cc2)n1O | 1.09 | 12.9 | -3.3 | -0.1 | -3.3 | 98.4 | -0.3 | 8.1 | 1 | -12.9
COc1cc2nc(CN3CCN(C(C)=O)CC3)[nH]c(=O)c2cc1OC | 0.82 | 8.4 | -4.0 | 0.1 | -2.3 | 104.6 | -0.1 | 1.3 | 1 | -8.4
CC(Oc1ccccc1)C(=O)N/N=C/c1ccccn1 (configuration not stated) | 1.24 | 12.2 | -8.0 | -1.0 | -2.4 | 95.0 | -0.1 | -1.0 | 1 | -12.2
COc1cccc(C(=O)C2CCCN(Cc3cn(CC(N)=O)c4ccccc34)C2)c1 (configuration not stated) | 0.76 | 11.1 | -0.5 | -0.9 | 2.6 | 93.3 | -0.3 | 10.8 | 1 | -11.1
CC(c1ccccn1)N(CCN(C)C)C(=S)Nc1cccc(F)c1 (configuration not stated) | 0.76 | -10.8 | 0.3 | 0.0 | -0.6 | 93.5 | -0.4 | -3.4 | 1 | 10.8
CC(=O)c1c(C)[nH]c(C(=O)Nc2ccc3c(c2)OCCO3)c1C | 5.47* | 193.4* | -0.6 | 1.1 | 43.4 | 138.4* | 0.1 | 6.1 | 0.6 | -193.4
CCN(CC)CCN1C2=C(C(=O)CC(C)(C)C2)C(c2cccc(F)c2)C2=C1CC(C)(C)CC2=O | 1.04 | 6.2 | -0.8 | -0.4 | -3.7 | 97.6 | -0.4 | 2.2 | 1 | -6.2
CN(CC(=O)NCc1ccco1)S(=O)(=O)c1ccc2c(c1)n(C)c(=O)c(=O)n2C | 0.93 | 28.5 | -3.3 | 0.2 | -4.9 | 100.3 | -0.1 | 3.6 | 1 | -28.5
COc1ccc(C(=O)C2CCCN(S(=O)(=O)c3cccnc3)C2)c(C)c1 (configuration not stated) | 1.14 | 3.1 | 2.8 | 1.0 | -10.3 | 99.9 | -0.2 | 13.3 | 1.1 | -3.1
O=c1c(Cc2ccccc2)c(O)ccn1C1CCCCCCC1 | 0.95 | 6.6 | -4.1 | -0.1 | -6.5 | 100.3 | 0.1 | -0.3 | 1.1 | -6.6
CCOC(=O)c1oc2ccccc2c1CN1CCOCC1 | 0.92 | -3.7 | 3.2 | 2.0 | -3.3 | 99.8 | -0.4 | 9.5 | 1 | 3.7
COc1ccccc1NC(=O)Cc1cccs1 | 1.38 | 29.0 | 1.8 | 0.6 | -3.1 | 104.3 | -0.1 | 2.1 | 1 | -29.0
